# Screens deposited in PubChem BioAssay by several laboratories.
# Insulin prom inh: inhibitors of insulin promoter-driven GFP, primary screen, imaging, TRM-6 cells (human fetal islet line), eGFP reporter, cell count; reporter expression induced with tamoxifen; inhibition, % at 2 µM; hit rate 0.9% among 130,000;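 active = inhibition above the mean plus 3 SD, with well images judged a real hit on visual review, cut at about 60% in these data, passing the limit was not always enough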
# SDO1 yeast rescue: growth rescue of sdo1-depleted yeast, primary screen, S. cerevisiae, bone marrow failure model; S. cerevisiae sdo1-depleted JHY4D growth rescue, OD600 30 h; active compounds read high; pdr5 snq2 efflux-pump mutant strain; z-score at 10 µM; hit rate 0.21% among 140,000;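 active = z-score above 3 at both the 24 hr and the 30 hr optical density reads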;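 also: z-score against mean and SD of all compound wells on the same plate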
# SDO1 yeast rescue Rescue 24 h: also measured in SDO1 yeast rescue; calls as there; z-score; S. cerevisiae sdo1-depleted JHY4D growth rescue, OD600; measured here: growth rescue at 24 h;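 0 is the plate mean of compound wells and units are plate SD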
# * = called active by the depositor; / = not tested or not shown. The list is partial; the hit share may differ from the screen's.
SMILES,Insulin prom inh,SDO1 yeast rescue,SDO1 yeast rescue Rescue 24 h
COc1ccc(Nc2nc(Cl)nc(Nc3ccc(OC)cc3)n2)cc1,18.5,/,/
CCCOc1ccc(CSc2nc3ccccc3[nH]2)cc1,24.4,-1.04,-0.59
C=CCc1c(C)nc(-c2ccccc2)nc1N/N=C/c1ccncc1,-43.8,/,/
COc1ccc(N2CCN(c3ccc(N4C(=O)COCC4=O)cc3[N+](=O)[O-])CC2)cc1,-3.7,-0.64,-0.4
Cc1nn(C)c(C)c1NC(=O)c1cnn2c(C(F)F)cc(-c3ccccc3)nc12,4.8,/,/
N/C(Cc1ccc(Cl)cc1)=N\OC(=O)C1CCCCC1,30.8,-2.06,-1.48
COc1ccc(OCCCC(=O)Nc2nncs2)cc1,-2.6,-1.02,-1.54
NS(=O)(=O)c1ccc(CCNC(=O)CCC2COc3ccccc3O2)cc1 (stereo not given),-13.3,1.5,1.27
CCOC(=O)N1CCN(C(=O)CN(C2CCCCC2)S(=O)(=O)c2ccc(C)cc2)CC1,4.1,-1.29,-1.7
CCOC(=O)CSc1nc2cc(C)cc(C)c2cc1C#N,63.6,-1.84,-1.29
Cc1cc2cc(CNC(=O)NC3CCCCC3)ccc2n1C,/,-0.12,-0.08
BrC(=C\c1ccccc1)/C=N/n1cnnc1,-120.0,/,/
COC(=O)COc1ccc(S(=O)(=O)NCc2ccco2)cc1,68.8,-0.35,-0.82
C[n+]1c2n(c3ccccc31)N=C(c1ccc(Cl)cc1)CS2,-6.5,0.55,0.6
Cc1ccnc(SCc2cc(=O)c(OC(=O)c3ccc(Cl)c([N+](=O)[O-])c3)co2)n1,-14.8,0.04,-0.7
CCCCNC(=O)C1CCCN(S(=O)(=O)CC)C1 (stereo not given),0.0,/,/
O=C(O)c1ccc(NC(CSCc2ccccc2F)C(=O)O)c([N+](=O)[O-])c1 (stereo not given),22.2,2.55,2.33
CCn1c(O)c(N=NC(=O)c2cccs2)c2ccccc21,50.0,/,/
C/C(=N/NC(=O)CNC(=O)Cc1ccccc1)c1ccco1,-7.4,0.97,0.97
COc1ccc(Nc2ncnc3c2cnn3Cc2ccccc2)cc1,-92.3,/,/

# One compound at a time (already shown).
# Profile of COc1ccc(Nc2ncnc3c2cnn3Cc2ccccc2)cc1 → Insulin prom inh: -92.3; SDO1 yeast rescue: /; SDO1 yeast rescue Rescue 24 h: /
# Profile of O=C(O)c1ccc(NC(CSCc2ccccc2F)C(=O)O)c([N+](=O)[O-])c1 (stereo not given) → Insulin prom inh: 22.2; SDO1 yeast rescue: 2.55; SDO1 yeast rescue Rescue 24 h: 2.33

# Additional compounds follow.
SMILES,Insulin prom inh,SDO1 yeast rescue,SDO1 yeast rescue Rescue 24 h
CC(=O)c1ccc(OC(=O)c2ccc(-n3nc(C)cc3C)cc2)cc1,-46.7,/,/
N/C(=N\O)c1ccc(NC(=O)c2cccs2)cc1,19.3,0.47,0.43
Nc1nc2n(n1)C(c1cccs1)CC(c1ccc(F)cc1)N2 (stereo not given),40.0,-0.07,-0.85
Cc1csc(NC(=O)c2ccc(C)c([N+](=O)[O-])c2)n1,28.6,14.1,0.57
Clc1ccc(SCCCCN2CCOCC2)cc1,-6.9,-1.22,-0.61
COC(=O)c1ccc(OC)c(-c2c(OC)cc(OC)cc2OC)c1,-10.3,-0.23,-0.42
O=C(CSc1nn(-c2ccc(F)cc2)c(=S)s1)NC(=O)NCc1ccco1,-110.0,-0.82,-1.73
CCSCCOC(=O)C1=C(C)NC(=O)NC1c1ccccc1 (stereo not given),/,-0.2,-0.69
O=C(NCCC1=CCCCC1)C1CCN(C(=O)c2ccc(Cl)cc2)CC1,-33.3,0.16,0.08
COC(=O)c1ccccc1NC(=O)CN(C)S(=O)(=O)c1ccc(OC)c(C)c1,-346.7,-0.81,-0.66

# Overlap with the part before: 4 compounds, then new ones.
SMILES,Insulin prom inh,SDO1 yeast rescue,SDO1 yeast rescue Rescue 24 h
O=C(CSc1nn(-c2ccc(F)cc2)c(=S)s1)NC(=O)NCc1ccco1,-110.0,-0.82,-1.73
CCSCCOC(=O)C1=C(C)NC(=O)NC1c1ccccc1 (stereo not given),/,-0.2,-0.69
O=C(NCCC1=CCCCC1)C1CCN(C(=O)c2ccc(Cl)cc2)CC1,-33.3,0.16,0.08
COC(=O)c1ccccc1NC(=O)CN(C)S(=O)(=O)c1ccc(OC)c(C)c1,-346.7,-0.81,-0.66
Cc1cc(C(=O)CSc2nnc(C3COc4ccccc4O3)n2C)c(C)n1-c1ccc(F)cc1 (stereo not given),-27.3,-1.13,-0.87
Nc1ccc2nc3n(c(=O)c2c1)CCC3,/,-0.4,-0.7
CS(=O)(=O)N(CCc1ccccc1)CC(=O)Nc1ccc(OCc2ccccc2)cc1,3.6,0.19,2.04
COC(=O)c1ccc2c(=O)n(CC3CCCO3)c(SCC(=O)Nc3ccccc3OC)nc2c1 (stereo not given),/,-1.2,-1.09
CC(CC(=O)Nc1ccc(C(N)=O)cc1)c1ccccc1 (stereo not given),30.8,0.42,0.02
CC(C)c1ccc(C(C(=O)NC2CCCC2)N(C(=O)CNC(=O)c2ccco2)c2cccnc2)cc1 (stereo not given),-72.2,-0.78,-0.97
CCOc1ccc(-n2c(N)c(-c3nc4ccccc4n3C)c3nc4ccccc4nc32)cc1,/,-1.45,-1.09
CC(C)C(=O)Nc1nnc(SCC(=O)NC2CC2)s1,/,1.24,0.66
CN(C)CCNC(=O)CNC(=S)N(CCCN1CCOCC1)Cc1cccs1,-33.3,/,/
CC(=O)N1CCC(N(CCN2CCOCC2)C(=S)Nc2ccc(C)c(C)c2)CC1,-17.6,/,/
CC1=C(C)CC(C(=O)c2ccc(C)cc2)C(C(=O)O)C1 (stereo not given),37.0,-0.64,-1.13
COc1ccc(C(C(=O)NCC2CCCO2)N(C(=O)CNC(=O)c2cccs2)c2ccc(C(C)=O)cc2)cc1OC (stereo not given),-50.0,/,/
Cc1cc(C)nc(SCC(=O)N/N=C\c2sccc2C)n1,/,0.92,-0.14
Cc1cc(C)cc(Oc2ccc(-c3nnc(-c4ccccc4)o3)cc2[N+](=O)[O-])c1,/,-0.09,0.45
CC(/C=C/c1ccccc1)=N\NC(=O)c1ccncc1,-6.9,-0.06,-0.73
Fc1cccc(-n2ncc(-c3nnnn3-c3ccccc3)c2C(F)(F)F)c1,-309.3,-0.98,-1.1
COCCCNC(=S)NC1CCCCC1,37.5,0.36,0.38
CSc1nc2ccccc2c(=O)n1N,-15.8,0.9,0.41
Cc1onc(C(=O)N2CCC(C(N)=O)CC2)c1-c1ccccc1Cl,41.9,0.97,1.01
O=C(CNCCN1CCOCC1)Nc1ccccc1Sc1ccccc1,22.2,0.12,-1.15
CC1CCCCC1NC(=O)C1CCN(C(=O)NC2CCCCC2)CC1 (stereo not given),-51.4,0.65,0.11
Cc1[nH]c(=O)[nH]c(=O)c1CSCC(=O)OCC(=O)c1ccc(Br)cc1,-41.7,/,/
CCOC(=O)CSc1nc2c(c(-c3ccc(C)o3)c1C#N)CCCC2,35.9,-1.13,-0.59
CN(C)c1ccc(-c2nn3c(-c4ccc(Cl)cc4Cl)nnc3s2)cc1,-37.0,-1.67,-1.4
O=C(CCCOc1ccccc1)NC1CCCc2ccccc21 (stereo not given),-16.7,0.51,0.76
Cc1ccc(C(=O)NCCCn2ccnc2)o1,12.1,0.25,1.99
CCN(CCO)c1ccc(NC(=S)Nc2cccc(S(=O)(=O)N(C)C)c2)cc1,24.3,/,/
NC(=O)/C(=C/c1ccco1)NC(=O)/C=C/c1ccccc1,-47.8,0.68,-0.86
O=C(C1CCN(S(=O)(=O)c2cnc[nH]2)CC1)N1CCc2ccccc2C1,/,1.13,0.77
CCOc1ccc(-c2noc(-c3cccnc3)n2)cc1OC,/,-0.3,0.08
CCn1c(N)c(C(=O)NCc2ccco2)sc1=S,26.7,1.3,1.71
CCC(=O)c1ccc(OCCN2CCOCC2)cc1,37.5,-0.42,-0.14
O=[N+]([O-])c1cc2c(c(CSc3nnc(Nc4ccccc4)s3)c1)OCOC2,-5.5,-0.64,0.5
Nc1ccc(Oc2cccc(Oc3ccc(N)cc3)c2)cc1,-23.5,/,/
O=C(COC(=O)CCC1CCCC1)Nc1ccc(Cl)cc1F,/,-0.73,-0.65
O=C(O)c1cccc(NC(=S)N/N=C/c2ccccc2OCc2cccc(Br)c2)c1,0.0,/,/
COc1ccc(CCN(Cc2cc3cccc(C)c3[nH]c2=O)C(=O)NC2CCCCC2)cc1OC,36.7,-0.51,-0.63
Cc1ccc(OCCn2c(=O)oc3ccc(C)cc32)cc1,-13.3,/,/
CCOC(=O)c1sc(NC(=O)c2ccc(C)s2)cc1C,57.9,-1.17,-0.33
O=[N+]([O-])c1ccc(S(=O)(=O)NCC2CCCO2)cc1 (stereo not given),16.0,0.55,0.05
CC(=O)Nc1ccc(NC(=O)CSc2nnc(-c3ccco3)n2Cc2ccco2)cc1,-35.3,1.17,-0.02
COc1cc(/C=C(\C#N)C(=O)NCc2cccs2)ccc1O,-41.7,-0.8,-0.12
CCOC(=O)c1ccccc1NC(=O)CN1C(=O)CCS(=O)(=O)c2ccccc21,14.3,-0.42,-0.91
Cc1ccc(C(=O)C[n+]2cc(-c3ccc(C)cc3)n3c2CCCCC3)cc1,/,0.44,-0.41
CCOc1ccc(NC(=O)Cn2nc(-c3ccccc3Cl)n(CC)c2=S)cc1,/,-0.72,-0.72
Clc1ccc2nc(N3CCCCC3)[nH]c2c1,86.7*,0.02,-0.13
COc1ccc(CCN(C)C(=O)C2CCCN(Cc3ccc(OC)c(OC)c3)C2)cc1OC (stereo not given),18.8,0.3,-0.55
Cc1cccc(C)c1NC(=O)c1c(-c2ccccc2)noc1C,/,0.48,-1.19
CC1(C)Cc2c(c(N3CCCCC3)[nH]c(=S)c2C#N)CS1,64.3,0.3,0.02
O=S(=O)(c1ccccc1)N1CCN(C2CCN(Cc3ccccc3)CC2)CC1,/,-0.65,-1.04

# Brought forward from above: 5 entries; new compounds follow.
SMILES,Insulin prom inh,SDO1 yeast rescue,SDO1 yeast rescue Rescue 24 h
Clc1ccc2nc(N3CCCCC3)[nH]c2c1,86.7*,0.02,-0.13
COc1ccc(CCN(C)C(=O)C2CCCN(Cc3ccc(OC)c(OC)c3)C2)cc1OC (stereo not given),18.8,0.3,-0.55
Cc1cccc(C)c1NC(=O)c1c(-c2ccccc2)noc1C,/,0.48,-1.19
CC1(C)Cc2c(c(N3CCCCC3)[nH]c(=S)c2C#N)CS1,64.3,0.3,0.02
O=S(=O)(c1ccccc1)N1CCN(C2CCN(Cc3ccccc3)CC2)CC1,/,-0.65,-1.04
COc1cccc(Nc2cc(C)nc3ccccc23)c1,-13.6,0.65,1.25
CC(=O)Oc1ccc(-c2ccc(C(=O)O)cc2)cc1,-17.3,0.35,0.61
Cc1ccc(Cl)cc1N1CCN(C(=O)c2cc3c(=O)n(C)c4ccccc4c3n2C)CC1,/,-2.04,-1.18
O=C(NCCN1CCOCC1)c1ccc([N+](=O)[O-])cc1[N+](=O)[O-],/,0.78,-0.33
CCOc1ccc(-c2cc(N3C(=O)Nc4ccccc4N3O)on2)cc1,50.0,2.14,2.54
O=C(Oc1ccc(N(C(=O)c2ccncc2)S(=O)(=O)c2cccs2)cc1)c1ccncc1,27.8,/,/
CCCN1C(=O)/C(=C\C=C2/Sc3ccccc3N2CCO)SC1=S,-430.8,/,/
Cc1ccc(F)cc1NC(=O)C1CCN(c2cnccn2)CC1,/,0.57,0.46
c1nnc(NC2=NCCCCC2)s1,11.1,0.71,-0.7
CCN1CCCC1CNC(=O)c1ccccc1Cl (stereo not given),-337.5,0.35,-0.48
COc1ccc2oc(-c3ccco3)cc(=O)c2c1,2.3,/,/
CC(=O)NS(=O)(=O)c1cccnc1Nc1cccc(Cl)c1C,33.3,1.62,0.49
O=C(CSc1nnc(C2CC2)n1-c1ccccc1)Nc1ccc(N2CCOCC2)cc1,13.3,0.15,-0.85
COC(=O)c1ccc(/C=N/NC(=O)CC(=O)NCC(C)C)cc1,/,0.97,0.9
Nc1ccc(O)cc1C(=O)OCC(=O)C12CC3CC(CC(C3)C1)C2,15.4,-0.34,-0.33
COc1ccc(/C=N/Nc2nc(NCc3ccco3)nc(Nc3ccc(OC)cc3)n2)cc1,7.7,-1.09,-0.42
O=C(/C=C/c1cccc([N+](=O)[O-])c1)n1cnc2ccccc21,-46.7,/,/
COc1cc(C2NC(=O)NC(C)=C2C(=O)OC(C)(C)C)ccc1OCC(N)=O (stereo not given),0.0,0.67,0.79
CN(C)S(=O)(=O)c1ccc(C(=O)OCC(=O)c2ccc(OC(F)F)cc2OC(F)F)cc1,16.1,-0.58,-0.66
CCOC(=O)N1CCC(=NNC(N)=O)CC1,40.0,/,/
CNC(=O)NC(=O)CSc1ccc(NC(C)=O)cc1,/,-0.51,-1.23
Cc1nn(CC(=O)Nc2ccccc2)c(=O)c2ccccc12,16.7,-0.41,0.69
O=c1c2ccccc2oc2ncccc12,36.4,-0.12,-0.59
CCOC(=O)c1oc2cc(C)cc(O)c2c(=O)c1-c1csc(C)n1,-37.5,-1.28,-1.64
Clc1c(CSc2nc3ccccc3o2)nc2ccccn12,-35.7,-1.71,-1.36
O=C(Nc1ccc(F)cc1F)c1cncc(Br)c1,42.9,/,/
Cc1ccccc1NC(=O)Cn1c(O)c(N=NC(=O)c2ccccc2O)c2ccccc21,/,-1.51,-1.12
COc1ccccc1N1CCN(S(=O)(=O)c2ccc(-n3cnnn3)c(C)c2)CC1,-6.2,1.46,0.44
Cc1ccc(/C=C/C(=O)O)cc1S(=O)(=O)NCCCO,-18.5,0.41,0.45
CCN(CC)CCOC(=O)c1cccc(OC)c1,-27.0,-0.16,-0.09
Cc1cc2cc(CN(CC3CCCO3)C(=S)NCc3ccco3)c(=O)[nH]c2cc1C (stereo not given),30.3,-0.75,-0.69
